# TWEAK Fn14 block: TWEAK-Fn14 signaling inhibition | TWEAK-stimulated Fn14 reporter cells, luciferase luminescence, 8 h | inhibition, % at 10 µM | actives 2% (n = 360,000) | AID 1159606; in the data active means inhibition above about 50%
# LRH-1 inv ag: NR5A2 inverse agonism in reporter assay | HEK293T StAR-luciferase reporter, LRH-1 transfected, 24 h | actives 0.13% (n = 360,000) | AID 602396 | O00482 | inhibition, % at 3.6 µM;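 active means inhibition above the mean inhibition of all tested compounds plus 3 SD, cut at about 73% in these data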;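 further: 0% = DMSO wells and 100% = reporter-only cells lacking LRH-1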
# NOD2-RIPK2 inh: blocks binding of human NOD2 to RIPK2 | actives 0.38% (n = 360,000) | O43353 | CHO BLA complementation NOD2-RIPK2, CCF4 ratio | inhibition, % at 4.98 µM | AID 624267; in the data active means inhibition above about 21%;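 further: 0% = vehicle only and 100% = reference blocker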
# COUP-TFII inh: blocks human COUP-TFII nuclear receptor | P24468 | HEK293T NGFI-A luciferase reporter, luminescence | inhibition, % at 8.6 µM | actives 0.7% (n = 370,000) | AID 686940;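 active means inhibition above a per-plate cutoff, mean inhibition of test wells between control levels plus 3 SD, cut at about 38% in these data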;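 further: cells cotransfected with COUP-TFII expression vector driving the NGFI-A reporter; 0% = median of COUP-TF2 test wells and 100% = reporter-only cells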
# TROY signal inh: inhibitors of TROY-dependent NF-kB signaling | actives 0.98% (n = 360,000) | Q293 LMP1-TROYcd NF-kB luciferase reporter, 4 h | inhibition, % at 10 µM;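 active means compounds whose plate-normalised and pattern-corrected inhibition of the luciferase reporter signal at the single screening dose is 50% or more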
# NCOA3 inh: inhibitors of human steroid receptor coactivator 3 (SRC3); Q9Y6Q9; HEK293 GAL4-SRC3 luciferase reporter, luminescence; inhibition, % at 3.6 µM; actives 0.17% (n = 360,000); AID 588352;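 active means inhibition above a per-campaign cutoff, the mean of all compounds plus 3 SD, cut at about 60% in these data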;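 further: 0% = DMSO-treated cells and 100% = gossypol-treated cells at 36 µM; higher means less SRC3-driven luciferase light from the GAL4 reporter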
# Granule exo inh: blocks lytic granule exocytosis; TALL-104 LAMP-1 surface exposure, flow cytometry; cells stimulated with thapsigargin and PMA; inhibition, % at 10 µM; actives 0.66% (n = 360,000); AID 651702;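 active means inhibition above about 55%, limit read from the data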
# NCOA2 inhibitor: human SRC2 (NCOA2) inhibition; actives 0.17% (n = 370,000); inhibition, % at 9 µM; HEK293 GAL4-SRC2 luciferase reporter, luminescence; Q15596;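 active means inhibition above the mean inhibition of all tested compounds plus 3 SD, set per campaign, cut at about 52% in these data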;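 further: 0% = DMSO treated cells and 100% = cells given Gossypol at 36 µM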
# Target sequence (Q15596 whole entry, looked up, the tested form may be a part): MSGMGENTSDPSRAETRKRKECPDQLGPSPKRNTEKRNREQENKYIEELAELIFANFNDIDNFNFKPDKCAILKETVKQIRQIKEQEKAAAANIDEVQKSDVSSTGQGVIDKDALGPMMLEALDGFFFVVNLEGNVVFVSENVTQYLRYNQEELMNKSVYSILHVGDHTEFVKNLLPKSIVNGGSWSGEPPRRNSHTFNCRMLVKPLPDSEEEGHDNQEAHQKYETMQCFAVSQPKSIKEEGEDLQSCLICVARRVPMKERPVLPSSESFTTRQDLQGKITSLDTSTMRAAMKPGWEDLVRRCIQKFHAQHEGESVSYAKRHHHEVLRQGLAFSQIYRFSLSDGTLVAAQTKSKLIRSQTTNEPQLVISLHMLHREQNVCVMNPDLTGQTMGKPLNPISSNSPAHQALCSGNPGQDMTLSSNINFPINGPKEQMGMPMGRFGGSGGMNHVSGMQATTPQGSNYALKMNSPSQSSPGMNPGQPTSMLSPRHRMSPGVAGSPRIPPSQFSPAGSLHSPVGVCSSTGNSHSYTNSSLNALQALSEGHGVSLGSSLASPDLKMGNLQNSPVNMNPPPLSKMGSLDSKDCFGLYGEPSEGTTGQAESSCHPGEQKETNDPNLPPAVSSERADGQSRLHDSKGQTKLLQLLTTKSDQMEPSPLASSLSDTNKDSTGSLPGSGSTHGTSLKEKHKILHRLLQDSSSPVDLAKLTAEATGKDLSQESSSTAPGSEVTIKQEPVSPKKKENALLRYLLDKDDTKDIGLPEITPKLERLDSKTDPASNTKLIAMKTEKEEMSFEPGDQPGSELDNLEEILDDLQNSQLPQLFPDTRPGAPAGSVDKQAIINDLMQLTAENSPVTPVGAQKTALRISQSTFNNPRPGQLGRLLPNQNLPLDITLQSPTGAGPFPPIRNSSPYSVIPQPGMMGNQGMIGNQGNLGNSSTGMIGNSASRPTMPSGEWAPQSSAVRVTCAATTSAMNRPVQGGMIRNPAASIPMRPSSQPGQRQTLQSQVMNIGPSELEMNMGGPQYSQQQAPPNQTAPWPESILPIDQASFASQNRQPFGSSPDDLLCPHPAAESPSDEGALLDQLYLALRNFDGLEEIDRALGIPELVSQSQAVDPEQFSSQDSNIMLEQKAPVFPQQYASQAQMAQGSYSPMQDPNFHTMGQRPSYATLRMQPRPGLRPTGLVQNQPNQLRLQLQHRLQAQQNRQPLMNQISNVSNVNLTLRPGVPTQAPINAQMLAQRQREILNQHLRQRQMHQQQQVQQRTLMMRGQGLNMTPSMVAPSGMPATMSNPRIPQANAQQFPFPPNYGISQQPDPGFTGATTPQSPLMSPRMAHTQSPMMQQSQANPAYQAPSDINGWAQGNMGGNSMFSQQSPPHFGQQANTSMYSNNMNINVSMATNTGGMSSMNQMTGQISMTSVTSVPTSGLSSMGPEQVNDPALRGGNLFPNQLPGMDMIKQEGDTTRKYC
# SRC1 inh: inhibits human SRC1 coactivator | inhibition, % at 3.6 µM | Q15788 | AID 588354 | HEK293 GAL4-SRC1 luciferase reporter, luminescence | actives 0.12% (n = 360,000);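 active means inhibition above the campaign mean plus 3 SD, with each screening campaign given its own cutoff, cut at about 60% in these data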;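 further: 0% = DMSO treated cells and 100% = gossypol at 36 µM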
# TLR9-MyD88 block: blocks human TLR9 binding to MyD88 | actives 0.21% (n = 340,000) | inhibition, % at 4.98 µM | CHO BLA complementation TLR9-MyD88, CCF4 FRET ratio;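 active means inhibition above the mean over all tested compounds plus 3 SD, cut at about 21% in these data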;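 further: 0% = DMSO only wells and 100% = clavulanate BLA inhibitor control wells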
# ABHD5 PLIN5 PPI: ABHD5-PLIN5 protein interaction inhibition | Q00G26+Q8WTS1 | Split G. princeps luciferase complementation, luminescence, 4 h | inhibition, % at 4 µM | actives 0.78% (n = 360,000) | AID 602281;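 active means inhibition above the mean inhibition across every tested compound plus 3 SD, cut at about 22% in these data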;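 further: 0% = DMSO only wells and the 100% control is not disclosed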
# Starred values were filed as active, the others as inactive; . = not tested or not shown. Only part of the results is shown; count on the stated rates, not on these rows.
cpd	mol	TWEAK Fn14 block	LRH-1 inv ag	NOD2-RIPK2 inh	COUP-TFII inh	TROY signal inh	NCOA3 inh	Granule exo inh	NCOA2 inhibitor	SRC1 inh	TLR9-MyD88 block	ABHD5 PLIN5 PPI
1	COC(=O)Cn1c(=NC(=O)c2sc3ccccc3c2Cl)sc2cc(S(N)(=O)=O)ccc21	-11	3	-8	2	-9	17	5	-15	12	-6	6
2	NS(=O)(=O)c1cccc(NC(=O)COC(=O)Cc2ccc(S(=O)(=O)N3CCOCC3)s2)c1	7	-21	-6	10	9	12	2	-14	-23	2	6
3	CCc1ccc(NC(=O)c2cc(C)on2)cc1	32	-159	-5	-50	-22	-69	-3	-36	-101	-6	-2
4	C=CCNC(=O)c1ccccc1S(=O)c1ccccc1C#N (stereo not given)	6	-13	-4	11	13	-14	1	-6	-8	4	-2
5	Cc1ccc(-n2nc(C)c3c(C)c(CCC(=O)O)c(C)nc32)cc1C	21	-6	-5	-13	18	-5	-3	-18	-40	10	10
6	CC(C)C[C@H](NC(=O)OC(C)(C)C)C(=O)N1CCC(C(=O)N[C@@H](Cc2c[nH]c3ccccc23)C(=O)O)CC1	3	7	-2	-4	-1	11	-1	-6	-2	-2	6
7	Cc1cnc(C(=O)OCC(=O)Nc2cc(Cl)ccc2C#N)cn1	5	16	-6	-5	2	8	23	8	1	8	-4
8	Cc1cccc(C)c1NC(=S)N(CCCN1CCCCC1)Cc1ccco1	17	-11	2	2	-11	-10	3	-42	12	-2	-4
9	O=C(O)c1ccc(N=Nc2c(-c3ccccc3)[nH]oc2=O)cc1	7	-3	1	-8	-42	-11	-2	2	-2	-14	6
10	CC(CN1CCOCC1)OC(=O)c1ccccc1 (stereo not given)	4	-19	-2	-3	-2	9	2	-9	16	0	-1
11	Nc1nc2c(ncn2[C@@H]2O[C@H](CNCc3cnc(N4CCOCC4)s3)[C@@H](O)[C@H]2O)c(=O)[nH]1	-5	-8	4	-5	13	16	2	-17	7	.	12
12	COc1ccc(C(CNC(=O)c2cccc(Br)c2)N2CCCC2)cc1 (stereo not given)	-30	-10	-6	-10	-56	4	-1	2	2	-2	8
13	COC(=O)c1ccc(-c2noc(CN3CCCC(CNC(C)=O)C3)n2)cc1 (stereo not given)	19	-3	-1	0	2	9	-2	-7	-1	5	2
14	Cc1cccc(OCc2nnc(SCC(=O)NCc3ccc4c(c3)OCO4)o2)c1	-5	-6	-11	-20	-11	2	-1	-29	-3	1	-10
15	COC(=O)CNS(=O)(=O)c1ccc(C)cc1	6	-5	-13	-8	0	5	-1	9	-9	-2	3
16	COc1ccc(OC)c(NC(=O)CCCNC(=O)c2ccc(Cl)cc2)c1	7	14	-3	-5	-10	7	-1	-41	-18	3	0
17	COc1ccc(CNC(=O)CN(c2ccc(C)cc2)S(=O)(=O)c2c(C)nn(C)c2C)cc1	6	-4	-6	-9	-9	20	5	-31	-1	0	5
18	CCN(CC(=O)N1CCCCCC1)S(=O)(=O)c1ccc(C)cc1	4	-4	-1	3	8	-19	0	21	-39	-2	3
19	O=C(NCC1CCCO1)C(=O)N/N=C/c1cc(Cl)ccc1O (stereo not given)	17	10	-3	9	-4	6	2	-4	15	-4	2
20	CC(NC(=O)c1cc(-c2ccncc2)nc2ccc(Cl)cc12)C1CCCO1 (stereo not given)	3	24	-2	9	-5	16	-2	22	-6	-3	3
21	O=C(COc1ccccc1Br)N1CCN(c2ccccc2)CC1	-4	-1	-3	-5	-20	-14	-3	1	-3	-2	2
22	S=C(N/N=C/c1ccc2c(c1)OCO2)NC1CC2CCC1C2 (stereo not given)	-32	-39	-2	-11	-42	-15	4	-11	-42	.	2
23	CC1CCCN(C2(O)C(=O)Nc3c(C(F)(F)F)cccc32)C1 (stereo not given)	7	-23	-7	5	-30	-23	3	-6	-16	-11	4
24	Nc1nc2ccc([N+](=O)[O-])c(N)c2s1	6	13	-3	-21	-6	7	-3	-6	-3	5	6
25	O=C(CCS(=O)(=O)c1cccc2nsnc12)N1CCN(Cc2ccc3c(c2)OCO3)CC1	-4	9	2	2	-1	-19	-2	15	-2	2	-2
26	CC(=O)Nc1ccc(SCC(=O)N(C)CC(=O)Nc2ccccc2Cl)cc1	-26	27	-8	4	0	-9	1	-4	-5	-4	-25
27	Cc1ccccc1C(=O)N1CCC(C(=O)Nc2ccc(C)c(S(=O)(=O)N3CCCCC3)c2)CC1	10	11	-4	42*	29	20	-3	16	-1	-6	-4
28	O=C(NCC1OCCc2ccccc21)C1COc2ccccc2O1 (stereo not given)	-8	3	3	.	10	14	-2	.	-6	-3	-4
29	COc1ccccc1NC(=O)c1ccc(Cl)c(S(=O)(=O)N2CCOCC2)c1	-1	3	11	4	5	7	-1	10	9	7	-5
30	Cc1sc2ncnc(N3CCC(C(=O)Nc4cc(C(F)(F)F)ccc4OCC(F)(F)F)CC3)c2c1C	8	4	-1	30	4	22	1	11	-21	1	-12
31	CCC(C(=O)Nc1cc(C)nn1-c1nc(C)cc(C)n1)c1ccccc1 (stereo not given)	-25	-4	-9	3	-17	2	2	4	-8	-4	-4
32	CCC(c1nnnn1-c1c(C)cccc1C)N1CCN(c2ccc(C(F)(F)F)cc2[N+](=O)[O-])CC1 (stereo not given)	24	42	-5	.	-13	.	1	.	.	.	1

# 3 compounds already listed, sorted by the value under COUP-TFII inh, high to low:
item	SMILES	COUP-TFII inh
27	Cc1ccccc1C(=O)N1CCC(C(=O)Nc2ccc(C)c(S(=O)(=O)N3CCCCC3)c2)CC1	42*
26	CC(=O)Nc1ccc(SCC(=O)N(C)CC(=O)Nc2ccccc2Cl)cc1	4
31	CCC(C(=O)Nc1cc(C)nn1-c1nc(C)cc(C)n1)c1ccccc1 (stereo not given)	3

# Continued:
cpd	mol	TWEAK Fn14 block	LRH-1 inv ag	NOD2-RIPK2 inh	COUP-TFII inh	TROY signal inh	NCOA3 inh	Granule exo inh	NCOA2 inhibitor	SRC1 inh	TLR9-MyD88 block	ABHD5 PLIN5 PPI
33	CCCS(=O)(=O)NC(=O)C1(C)CCCN(C(=O)c2cc(OC)c(OC)c(OC)c2)C1 (stereo not given)	10	5	-1	-1	-11	-2	-4	16	-8	.	1
34	CCOC(=O)c1cc(NC(=O)C2C3C=CC(O3)C2C(=O)O)cc(C(=O)OCC)c1 (stereo not given)	4	13	-9	6	6	-5	-5	-9	-1	7	3
35	O=C(CN1C(=O)/C(=C2\SC(=S)N(CCS(=O)(=O)O)C2=O)c2ccccc21)Nc1cccc(Br)c1	28	-22	7	1	-10	-5	-6	14	-3	-5	-19
36	CNc1c(NS(=O)(=O)c2ccc(C3CCCCC3)cc2)c(=O)oc2ccccc12	16	-20	0	-7	8	6	-3	-37	3	-8	-4
37	OCCN(Cc1ccccc1)C(=S)Nc1ccc(F)cc1	-11	5	-5	10	14	16	-2	-34	8	0	-4
38	COc1cccc(NC(=O)CNC(=O)c2ccc([N+](=O)[O-])cc2)c1	14	-14	9	-7	-1	6	2	-1	1	3	2
39	CCN(Cc1ccccc1)C(=O)C1CCC(CNc2c(N3CCOCC3)c(=O)c2=O)CC1 (stereo not given)	-6	3	3	-10	9	-2	5	10	-3	-2	2
40	Cc1noc(C)c1C(=O)OC(C)C(=O)Nc1ccc(S(=O)(=O)NC(C)C)cc1 (stereo not given)	19	3	8	4	-9	-5	-8	-36	5	-26	2

# Rewritten with two lines to a compound: entries from further up.
# The line under a structure holds: TWEAK Fn14 block | LRH-1 inv ag | NOD2-RIPK2 inh | COUP-TFII inh | TROY signal inh | NCOA3 inh | Granule exo inh | NCOA2 inhibitor | SRC1 inh | TLR9-MyD88 block | ABHD5 PLIN5 PPI
[36] CNc1c(NS(=O)(=O)c2ccc(C3CCCCC3)cc2)c(=O)oc2ccccc12
 : 16 | -20 | 0 | -7 | 8 | 6 | -3 | -37 | 3 | -8 | -4
[37] OCCN(Cc1ccccc1)C(=S)Nc1ccc(F)cc1
 : -11 | 5 | -5 | 10 | 14 | 16 | -2 | -34 | 8 | 0 | -4
[38] COc1cccc(NC(=O)CNC(=O)c2ccc([N+](=O)[O-])cc2)c1
 : 14 | -14 | 9 | -7 | -1 | 6 | 2 | -1 | 1 | 3 | 2

# (more compounds)
cpd	mol	TWEAK Fn14 block	LRH-1 inv ag	NOD2-RIPK2 inh	COUP-TFII inh	TROY signal inh	NCOA3 inh	Granule exo inh	NCOA2 inhibitor	SRC1 inh	TLR9-MyD88 block	ABHD5 PLIN5 PPI
41	Cc1ccc(S(=O)(=O)N2C[C@H]3C(=O)C[C@@H](c4ccccc4)N(S(=O)(=O)c4ccc(C)cc4)[C@H]3C[C@H]2c2cccc(Cl)c2)cc1	1	10	-3	-4	-2	-16	-1	-19	-11	-9	-6
42	COc1ccccc1-c1noc(CCC(=O)Nc2ccccc2Cl)n1	-6	0	-7	2	-21	5	-3	-30	-38	7	3
43	CC(C)c1ccc(CN2C(=O)NC3(CCCCCC3)C2=O)cc1	-21	1	8	15	-3	0	3	-11	-5	6	-2
44	O=NN(CCCl)C(=O)NCCCl	-8	-1	-4	12	-2	11	16	-13	-7	8	-2
45	CCOC(=O)c1c(-c2ccc(OC)cc2)csc1/N=C/C1C(=O)CCCC1=O	8	8	-10	-8	2	3	52	5	-19	3	-17
46	CC(C)(C)NC(=O)C(c1cccc2ccccc12)n1c(=O)c(-c2ccccc2)nc2ccccc21 (stereo not given)	.	-15	-3	7	.	.	-5	-18	.	.	3
47	COc1ccc(/C=N/NC(N)=S)cc1OC(=O)c1cccc2ccccc12	34	38	2	14	-34	8	1	-2	-4	3	1
48	O=C(C/C=N\OCc1ccc([N+](=O)[O-])cc1)Nc1ccc(F)cc1F	-10	-3	-7	2	-8	8	9	-10	-14	-2	6

# Part of the list above with just Granule exo inh and LRH-1 inv ag:
No.	compound	Granule exo inh	LRH-1 inv ag
41	Cc1ccc(S(=O)(=O)N2C[C@H]3C(=O)C[C@@H](c4ccccc4)N(S(=O)(=O)c4ccc(C)cc4)[C@H]3C[C@H]2c2cccc(Cl)c2)cc1	-1	10
45	CCOC(=O)c1c(-c2ccc(OC)cc2)csc1/N=C/C1C(=O)CCCC1=O	52	8
48	O=C(C/C=N\OCc1ccc([N+](=O)[O-])cc1)Nc1ccc(F)cc1F	9	-3

# (continued)
cpd	mol	TWEAK Fn14 block	LRH-1 inv ag	NOD2-RIPK2 inh	COUP-TFII inh	TROY signal inh	NCOA3 inh	Granule exo inh	NCOA2 inhibitor	SRC1 inh	TLR9-MyD88 block	ABHD5 PLIN5 PPI
49	COc1ccc(CCNC(=O)CSc2nc(O)c(CC(C)C)c(=O)[nH]2)cc1OC	1	39	-13	-1	7	18	-1	6	13	13	11
50	Cc1ccc(NC(=O)C2CCCN(S(=O)(=O)c3cccs3)C2)cc1 (stereo not given)	17	1	0	-6	-3	12	-1	6	5	12	-5
51	COC(=O)c1ccccc1S(=O)(=O)N(CCCN1CCOCC1)Cc1cccs1	-11	26	5	-4	-8	9	6	-10	13	2	-3
52	COc1ccc2c(c1)C(c1ccccc1)=NNC(c1ccco1)=N2	-12	-70	-14	-1	-60	-22	1	-31	-4	-1	-2

# Compound activity: PubChem BioAssay, several laboratories
